PrPC TRFRET – inhibitors of human cell surface prion protein PrPC; P04156; TR-FRET read-out; inhibition, % at 13.8 µM; actives 0.43% (n = 370,000); AID 720596; in the data active = inhibition above about 24%; also: 0% = median of the test wells and 100% = reference compound wells
BoNT A protease – blocks Botulinum neurotoxin A light chain protease; multiplex microsphere protease substrate cleavage, flow cytometry; inhibition, % at 10 µM; actives 0.17% (n = 360,000); AID 588499; also: plate controls were buffer without enzyme for full effect and enzyme alone for no effect
Rv3671c protease – inhibitors of M. tuberculosis serine protease Rv3671c. AID 2606. actives 0.048% (n = 320,000). P9WHR9. inhibition, % at 5.96 µM; in the data active = inhibition above about 38%;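 also: extracellular domain of Rv3671c used as enzyme; 0% = enzyme with DMSO and 100% = no enzyme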
CCHF vOTU inh – CCHFV vOTU protease inhibition; Pep-AMC fluorescence; inhibition, % at 11.5 µM; actives 0.55% (n = 370,000); AID 651958; in the data active = inhibition above about 30%; also: 0% = vehicle wells with enzyme and 100% = no enzyme wells
Anthrax LF prot – anthrax lethal factor protease inhibition; P15917; multiplex microsphere protease cleavage assay, LF; inhibition, % at 10 µM; actives 0.12% (n = 360,000); also: plate controls were buffer without enzyme for full effect and enzyme alone for no effect
Target sequence (P15917 whole entry, looked up): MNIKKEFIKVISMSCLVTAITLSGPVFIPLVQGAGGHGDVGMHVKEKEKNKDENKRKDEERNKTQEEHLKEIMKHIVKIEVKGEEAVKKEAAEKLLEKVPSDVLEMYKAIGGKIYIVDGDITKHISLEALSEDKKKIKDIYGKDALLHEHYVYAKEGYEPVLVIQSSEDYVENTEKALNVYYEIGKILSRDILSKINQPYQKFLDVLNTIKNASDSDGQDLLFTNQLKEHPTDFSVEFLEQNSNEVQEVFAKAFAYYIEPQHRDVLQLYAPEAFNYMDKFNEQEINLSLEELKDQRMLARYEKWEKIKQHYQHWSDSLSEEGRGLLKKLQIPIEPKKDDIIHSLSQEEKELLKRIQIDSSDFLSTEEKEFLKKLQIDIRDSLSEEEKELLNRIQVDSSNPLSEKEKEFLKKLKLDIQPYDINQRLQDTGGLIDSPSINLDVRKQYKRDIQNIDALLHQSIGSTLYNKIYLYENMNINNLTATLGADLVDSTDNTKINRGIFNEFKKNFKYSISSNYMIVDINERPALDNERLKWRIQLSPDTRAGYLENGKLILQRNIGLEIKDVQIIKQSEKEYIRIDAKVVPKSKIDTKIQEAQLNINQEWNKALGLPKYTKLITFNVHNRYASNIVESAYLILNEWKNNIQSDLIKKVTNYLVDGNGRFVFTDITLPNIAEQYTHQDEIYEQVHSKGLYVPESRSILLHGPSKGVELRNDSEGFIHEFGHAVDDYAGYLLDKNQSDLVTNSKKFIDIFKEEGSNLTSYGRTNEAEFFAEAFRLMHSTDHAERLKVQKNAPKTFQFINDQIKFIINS
VHR inh abs – blocks human VHR1 dual specificity phosphatase; P51452; recombinant VHR phosphatase, pNPP absorbance; inhibition, % at 13.3 µM; actives 0.52% (n = 290,000); in the data active = inhibition above about 50%; also: some compounds called inactive have numbers as strong as hits
Target sequence (P51452 whole entry, looked up): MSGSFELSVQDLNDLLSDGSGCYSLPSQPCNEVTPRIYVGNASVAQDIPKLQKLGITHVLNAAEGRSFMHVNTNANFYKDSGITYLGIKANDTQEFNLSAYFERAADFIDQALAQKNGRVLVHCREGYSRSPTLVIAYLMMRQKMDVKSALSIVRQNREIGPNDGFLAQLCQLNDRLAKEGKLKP
3CLpro inhibitor – SARS-CoV 3CLpro protease inhibition. P0C6X7. recombinant SARS-CoV 3CLpro, quenched FRET peptide cleavage. inhibition, % at 6 µM. actives 0.14% (n = 290,000); in the data active = inhibition above about 12%
MazF activator – MazEF (E. coli) toxin RNase activation. P0AE70. FAM/BHQ RNA-DNA oligo cleavage fluorescence, 5 h. activation, % at 20 µM. actives 0.32% (n = 350,000). AID 504720; in the data active = activation above about 50%
Target sequence (P0AE70 whole entry, looked up): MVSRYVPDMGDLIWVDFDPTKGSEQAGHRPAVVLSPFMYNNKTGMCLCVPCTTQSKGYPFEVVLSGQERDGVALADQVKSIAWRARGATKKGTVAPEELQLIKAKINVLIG
PriA SSB inh – K. pneumoniae PriA-SSBct interaction inhibition. inhibition, % at 33 µM. AlphaScreen SSBct-PriA binding, biotinylated peptide. actives 0.6% (n = 430,000); in the data active = inhibition mostly above about 37%, no sharp cut-off; inactive = mostly below about 20%;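 also: plate controls were negative control peptide for no effect and reference peptide for full effect; strong numbers were not always called active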
BoNT F protease – inhibitors of Botulinum neurotoxin F light chain protease; Multiplex microsphere protease cleavage assay, flow cytometry; inhibition, % at 10 µM; actives 0.22% (n = 360,000); AID 588497; in the data active = inhibition above about 35%, passing the limit was not always enough; also: plate controls were buffer without enzyme for full effect and enzyme alone for no effect
* marks the source's active call; other numbers are inactive results. Rule as the data show it, unless noted: active = inhibition above about 30%; inconclusive = no clear call, values can overlap the other calls; inactive = below that. An excerpt; rates above refer to the full screens.

How did COC(=O)c1sccc1NC(=O)CC1C(=O)NCCN1C(=O)Nc1ccc(C(F)(F)F)cc1 (centres undefined) do in these assays?
PrPC TRFRET: 4.4; BoNT A protease: -0.2; Rv3671c protease: 3.6; CCHF vOTU inh: -2.8; Anthrax LF prot: -7.7; VHR inh abs: -7.8; 3CLpro inhibitor: 1.2; MazF activator: 15.4; PriA SSB inh: -1.9; BoNT F protease: -6.4

Results for CCOC(=O)C1=C(CN2CCc3ccccc32)NC(=O)NC1c1cc(C)ccc1C (centres undefined) ?
PrPC TRFRET: 18.3; BoNT A protease: 1.2; Rv3671c protease: -9.9; CCHF vOTU inh: 2.2; Anthrax LF prot: 0.5; 3CLpro inhibitor: 3.8; MazF activator: -1.2; PriA SSB inh: 19.8; BoNT F protease: -0.1

How did CN1CCN(c2ccc(S(=O)(=O)N3CCCCC3)cc2NC(=O)CSCc2ccccc2)CC1 do in these assays?
PrPC TRFRET: -2.0; BoNT A protease: -0.5; Rv3671c protease: -9.1; CCHF vOTU inh: 20.8; Anthrax LF prot: 1.4; VHR inh abs: 10.5; 3CLpro inhibitor: -2.7; MazF activator: 2.2; PriA SSB inh: 15.9; BoNT F protease: -3.5

Results for COc1cccc(C(=O)C2CCCN(Cc3cccc(-n4cccn4)c3)C2)c1 (centres undefined) ?
PrPC TRFRET: -11.9; BoNT A protease: -2.5; Rv3671c protease: 0.7; CCHF vOTU inh: -2.3; Anthrax LF prot: -0.7; VHR inh abs: 11.6; 3CLpro inhibitor: 0.5; MazF activator: -4.0; PriA SSB inh: -3.8; BoNT F protease: -1.3

How did Cc1ccccc1C(=O)NC(=S)Nc1ccc(S(=O)(=O)N(C)c2ccccc2)cc1 do in these assays?
PrPC TRFRET: 5.2; BoNT A protease: 0.2; Rv3671c protease: -21.7; CCHF vOTU inh: 2.3; Anthrax LF prot: 0.1; VHR inh abs: -8.0; 3CLpro inhibitor: 5.0; MazF activator: 1.7; PriA SSB inh: -4.9; BoNT F protease: -2.4

How did COC(=O)c1ccc2nc3c(cc2c1)[C@@H]1CCN2C(=O)CCC[C@H](C3)[C@H]12 do in these assays?
PrPC TRFRET: -5.6; BoNT A protease: -0.1; CCHF vOTU inh: 9.5; Anthrax LF prot: -4.6; MazF activator: 1.8; PriA SSB inh: -7.2; BoNT F protease: -1.9

How did COc1ccc(/C(N)=N/OC(=O)/C=C/c2ccccc2)cc1 do in these assays?
PrPC TRFRET: 8.5; BoNT A protease: 5.9; Rv3671c protease: -4.8; CCHF vOTU inh: 14.4; Anthrax LF prot: 1.9; VHR inh abs: 48.4; 3CLpro inhibitor: 3.0; MazF activator: 5.9; BoNT F protease: 61.7*

What do the screens show for `CN1CCN(c2ccc(S(=O)(=O)N3CCOCC3)cc2NC(=O)Cc2ccccc2F)CC1`?
PrPC TRFRET: -4.4; BoNT A protease: -0.8; Rv3671c protease: -2.7; CCHF vOTU inh: 15.2; Anthrax LF prot: -4.8; MazF activator: -0.4; PriA SSB inh: 7.4; BoNT F protease: -9.1

Results for Nc1nc(-c2ccccn2)nc(N)c1Cc1c(F)cccc1Cl ?
PrPC TRFRET: 12.2; BoNT A protease: -3.5; Rv3671c protease: -13.6; CCHF vOTU inh: -8.0; Anthrax LF prot: -2.1; VHR inh abs: 23.8; 3CLpro inhibitor: -2.5; MazF activator: 1.5; PriA SSB inh: 35.2; BoNT F protease: 0.9

What do the screens show for `O=C(O)CCN1C(=O)CC(N2C(=O)/C(=C/c3ccc(Cl)cc3)SC2=S)C1=O` (centres undefined)?
PrPC TRFRET: 3.4; BoNT A protease: 0.5; Rv3671c protease: -33.4; CCHF vOTU inh: 24.9; Anthrax LF prot: -1.8; VHR inh abs: -8.3; 3CLpro inhibitor: 1.9; MazF activator: 10.6; PriA SSB inh: 7.6; BoNT F protease: 8.8

How did Cc1ccc2c(CSc3nnc(C4CC4)n3N)cc(=O)oc2c1C do in these assays?
PrPC TRFRET: -3.0; BoNT A protease: -0.1; Rv3671c protease: -3.4; CCHF vOTU inh: -0.9; Anthrax LF prot: -0.2; VHR inh abs: 1.5; 3CLpro inhibitor: -10.6; MazF activator: 5.9; PriA SSB inh: -5.3; BoNT F protease: 20.3

What do the screens show for `Cc1ccc(NC(=S)N2C3CCCC2CC(NC(=O)C2CC2)C3)cc1C` (centres undefined)?
PrPC TRFRET: 4.7; BoNT A protease: -2.1; Rv3671c protease: 1.2; CCHF vOTU inh: 13.6; Anthrax LF prot: -1.8; VHR inh abs: 10.1; 3CLpro inhibitor: -2.4; MazF activator: -0.3; PriA SSB inh: -11.6; BoNT F protease: -5.5

Results for Cc1cc(C)c(C)c(S(=O)(=O)Nc2ccc3cn[nH]c3c2)c1C ?
PrPC TRFRET: 17.1; BoNT A protease: -1.0; Rv3671c protease: -14.4; CCHF vOTU inh: 9.8; Anthrax LF prot: -3.2; MazF activator: 0.7; PriA SSB inh: -2.2; BoNT F protease: -6.0

Results for CCC(=O)N1N=C(c2c(-c3ccccc3)c3cc(Cl)ccc3[nH]c2=O)CC1c1ccco1 (centres undefined) ?
PrPC TRFRET: 9.7; BoNT A protease: -1.5; Rv3671c protease: -18.1; CCHF vOTU inh: -6.8; Anthrax LF prot: -2.0; VHR inh abs: 47.6; 3CLpro inhibitor: 2.5; MazF activator: -4.2; PriA SSB inh: 7.6; BoNT F protease: -8.8

How did N#CC(=C1C=CC(=NO)C(Cl)=C1)c1ccc(Cl)cc1 do in these assays?
PrPC TRFRET: 2.0; BoNT A protease: -0.7; CCHF vOTU inh: 10.7; Anthrax LF prot: -4.5; MazF activator: 5.3; PriA SSB inh: -2.9; BoNT F protease: -12.4

How did O=S(=O)(O)c1cc(O)c2cc(Nc3ccccc3)ccc2c1 do in these assays?
PrPC TRFRET: -7.0; BoNT A protease: -1.6; CCHF vOTU inh: 10.3; Anthrax LF prot: -9.1; MazF activator: -11.9; PriA SSB inh: -2.2; BoNT F protease: -8.1

What do the screens show for `CCN(CC)c1ccc(C(=O)OCC(=O)N(C(C)C)C(C)C)cc1`?
PrPC TRFRET: 16.4; BoNT A protease: 0.4; Rv3671c protease: 11.3; CCHF vOTU inh: 19.6; Anthrax LF prot: -3.2; VHR inh abs: 31.9; 3CLpro inhibitor: 2.4; MazF activator: -16.9; PriA SSB inh: 0.8; BoNT F protease: -1.5

What do the screens show for `O=C(CN1CCN(c2ccccc2Cl)CC1)NC1CCCc2ccccc21` (centres undefined)?
PrPC TRFRET: -3.4; BoNT A protease: -0.2; Rv3671c protease: 4.9; CCHF vOTU inh: -0.2; Anthrax LF prot: -1.9; VHR inh abs: 28.2; 3CLpro inhibitor: 3.8; MazF activator: -2.5; PriA SSB inh: -4.4; BoNT F protease: 0.8

Results for CCCCN1C(=O)C(CC(=O)NCc2cccc3ccccc23)CC(C(=O)N(C(C)C)C(C)C)=C1C (centres undefined) ?
PrPC TRFRET: 5.3; BoNT A protease: 0.8; CCHF vOTU inh: 13.9; Anthrax LF prot: -4.5; BoNT F protease: 1.0

How did Cc1ccc(C(=O)Nc2nncs2)cc1S(=O)(=O)N1CCOCC1 do in these assays?
PrPC TRFRET: 3.5; BoNT A protease: 0.1; Rv3671c protease: -8.6; CCHF vOTU inh: -4.1; Anthrax LF prot: 0.2; VHR inh abs: -7.5; 3CLpro inhibitor: -3.9; MazF activator: -0.8; PriA SSB inh: 6.6; BoNT F protease: 5.6

How did COc1ccc(C(=O)CN(Cc2ccccc2)C2=NCCS2)cc1 do in these assays?
PrPC TRFRET: 9.0; BoNT A protease: 1.2; Rv3671c protease: -9.9; CCHF vOTU inh: -10.2; Anthrax LF prot: 1.5; VHR inh abs: 39.1; 3CLpro inhibitor: 3.3; MazF activator: 2.9; PriA SSB inh: 11.0; BoNT F protease: -0.9

How did O=c1oc(CCO)cc2ccc(Br)cc12 do in these assays?
PrPC TRFRET: 21.8; BoNT A protease: 0.2; Rv3671c protease: 1.3; CCHF vOTU inh: 6.5; Anthrax LF prot: 0.4; MazF activator: 11.6; PriA SSB inh: -9.2; BoNT F protease: -1.8

Results for CC(=O)c1cc(C#N)c(SCC(=O)C(C)(C)C)nc1C ?
PrPC TRFRET: -15.3; BoNT A protease: 1.5; Rv3671c protease: -14.5; CCHF vOTU inh: 1.3; Anthrax LF prot: -0.5; VHR inh abs: 21.4; 3CLpro inhibitor: -4.9; MazF activator: -16.7; PriA SSB inh: -4.2; BoNT F protease: -0.1

How did O=C(c1ccc(Br)cc1)C(CN1CCOCC1)c1ccccc1 (centres undefined) do in these assays?
PrPC TRFRET: 1.6; BoNT A protease: 3.2; Rv3671c protease: -7.7; CCHF vOTU inh: 6.2; Anthrax LF prot: -11.6; VHR inh abs: 31.9; 3CLpro inhibitor: 4.7; MazF activator: -3.5; PriA SSB inh: -37.4; BoNT F protease: 4.5

Copied from above for reference:
What do the screens show for `CCN(CC)c1ccc(C(=O)OCC(=O)N(C(C)C)C(C)C)cc1`?
PrPC TRFRET: 16.4; BoNT A protease: 0.4; Rv3671c protease: 11.3; CCHF vOTU inh: 19.6; Anthrax LF prot: -3.2; VHR inh abs: 31.9; 3CLpro inhibitor: 2.4; MazF activator: -16.9; PriA SSB inh: 0.8; BoNT F protease: -1.5

What do the screens show for `O=C(CN1CCN(c2ccccc2Cl)CC1)NC1CCCc2ccccc21` (centres undefined)?
PrPC TRFRET: -3.4; BoNT A protease: -0.2; Rv3671c protease: 4.9; CCHF vOTU inh: -0.2; Anthrax LF prot: -1.9; VHR inh abs: 28.2; 3CLpro inhibitor: 3.8; MazF activator: -2.5; PriA SSB inh: -4.4; BoNT F protease: 0.8

Next records follow:
What do the screens show for `CCCCCCOC(=O)c1ccc(OC(=O)c2cccnc2)cc1`?
BoNT A protease: -0.4; Rv3671c protease: 2.2; Anthrax LF prot: -3.1; VHR inh abs: 17.5; 3CLpro inhibitor: 1.1; MazF activator: -10.8; PriA SSB inh: -14.3; BoNT F protease: -5.2

What do the screens show for `CNc1ccccc1C(=O)OCC(=O)c1ccccc1`?
BoNT A protease: -0.4; Rv3671c protease: 2.4; Anthrax LF prot: -12.5; VHR inh abs: -7.3; 3CLpro inhibitor: -0.1; MazF activator: -2.6; PriA SSB inh: -65.0; BoNT F protease: 0.7

How did Cc1nc2ccc(S(=O)(=O)N(C)CC(=O)N3CCc4ccccc4C3)cc2s1 do in these assays?
PrPC TRFRET: -7.4; BoNT A protease: 1.2; Rv3671c protease: 4.2; CCHF vOTU inh: -6.5; Anthrax LF prot: -3.9; VHR inh abs: 32.8; 3CLpro inhibitor: -2.7; MazF activator: 2.9; PriA SSB inh: 18.9; BoNT F protease: 1.6

Results for C=C(C)COc1ccc2c(c1)CCC1C2CCC2(C)C(=O)C(=NO)CC12 (centres undefined) ?
PrPC TRFRET: 6.5; BoNT A protease: 0.0; CCHF vOTU inh: 0.8; Anthrax LF prot: -4.1; MazF activator: -13.4; PriA SSB inh: -11.1; BoNT F protease: -6.0

What do the screens show for `O=C(Nc1ccc([N+](=O)[O-])cc1)c1cc2ccccc2nc1Cl`?
PrPC TRFRET: -11.1; BoNT A protease: 1.2; Rv3671c protease: 4.5; CCHF vOTU inh: 11.4; Anthrax LF prot: 4.9; VHR inh abs: 11.2; 3CLpro inhibitor: 4.4; MazF activator: 15.2; PriA SSB inh: -7.8; BoNT F protease: -1.8

How did CCCOc1ccc(-c2c(=O)n(OCC(=O)OCC)c3ccccc3[n+]2[O-])cc1 do in these assays?
PrPC TRFRET: -33.1; BoNT A protease: -1.4; Rv3671c protease: 3.6; CCHF vOTU inh: 10.4; Anthrax LF prot: -3.4; VHR inh abs: -22.7; 3CLpro inhibitor: 1.1; MazF activator: 6.6; PriA SSB inh: -8.7; BoNT F protease: -16.8

How did CCOC(=O)Cc1csc(NC(=O)c2ccc(S(=O)(=O)N3CCCC3)cc2)n1 do in these assays?
PrPC TRFRET: -1.0; BoNT A protease: -0.1; Rv3671c protease: -3.8; CCHF vOTU inh: 0.6; Anthrax LF prot: -0.8; VHR inh abs: 21.4; 3CLpro inhibitor: -9.2; MazF activator: 3.2; PriA SSB inh: -17.0; BoNT F protease: -13.0

Results for O=C(COC(=O)c1cc(=O)[nH]c2ccccc12)NC(=O)NC1CCCCC1 ?
PrPC TRFRET: 0.7; BoNT A protease: 1.1; Rv3671c protease: 4.7; CCHF vOTU inh: 3.0; Anthrax LF prot: 0.1; VHR inh abs: 21.3; 3CLpro inhibitor: 2.7; MazF activator: -2.9; PriA SSB inh: -2.6; BoNT F protease: -6.7

Compound activity as filed in PubChem BioAssay.
